OPRM1-OPRD1 inv – mu-delta opioid heterodimer inverse agonism; inhibition, % at 9.3 µM; P35372+P41143; cell-based MOR-DOR heterodimer luminescence; 340,000 tested, 0.21% active; in the data active = inhibition above about 22%, passing the limit was not always enough;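 note: 0% = cells with DMSO and 100% = wells without cells with DMSO; values of inactives mirror those of a sister screen read the other way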
HTR5A inv ag – counter-screen for OPRM1-OPRD1 inverse agonists: human HTR5A inverse agonism. HTR5A cell line, luminescence. inhibition, % at 9.3 µM. 340,000 tested, 0.083% active; in the data active = inhibition mostly above about 23%, no sharp cut-off; inactive = mostly below about 18%;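 note: 0% = cells with DMSO and 100% = no-cell wells with DMSO; some compounds called inactive have numbers as strong as hits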
Target sequence (P47898 whole entry, looked up): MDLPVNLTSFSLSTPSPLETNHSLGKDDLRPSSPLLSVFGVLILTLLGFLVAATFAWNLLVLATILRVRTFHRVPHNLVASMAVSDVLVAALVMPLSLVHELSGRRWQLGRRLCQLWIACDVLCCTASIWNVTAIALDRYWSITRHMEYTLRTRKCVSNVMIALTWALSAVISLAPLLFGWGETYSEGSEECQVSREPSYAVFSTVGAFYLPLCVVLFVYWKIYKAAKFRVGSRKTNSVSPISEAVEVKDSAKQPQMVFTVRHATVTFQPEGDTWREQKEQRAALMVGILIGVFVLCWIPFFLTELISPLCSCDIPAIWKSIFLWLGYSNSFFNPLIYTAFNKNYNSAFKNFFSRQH
PfHsp90 yeast 2 – growth inhibition of yeast expressing Plasmodium Hsp90 | AID 504621 | 310,000 tested, 0.32% active | S. cerevisiae expressing PfHsp90, BacTiter-Glo ATP, 48 h; yeast lacking PDR1 and PDR3 efflux regulators | inhibition, % at 9.4 µM;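 active = every replicate shows inhibition above about 80%, whatever the replicate mean, limit read from the data; inconclusive = mean inhibition reaches the set limit but some replicate falls short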;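 note: 0% = DMSO neutral controls and 100% = 20 µM radicicol positive controls; yeast relying on Plasmodium falciparum Hsp90 in place of its own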
E coli growth – counter-screen for AddAB inhibitors: E. coli growth inhibition; 330,000 tested, 0.27% active; E. coli V3065 growth, OD600 absorbance, 18 h; AID 449728; inhibition, % at 11.9 µM;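 active = inhibition above the campaign's mean inhibition across all tested compounds plus 3 SD, cut at about 9.9% in these data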;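 note: uninfected addAB+ strain grown without phage in ampicillin broth; 0% = DMSO wells and 100% = ciprofloxacin 0.95 µg/ml wells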
Tat export inh – E. coli Tat transport inhibition; E. coli MC4100 TorA-mCherry Tat export, fluorescence; inhibition, % at 10 µM; 340,000 tested, 0.036% active;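 active = mean replicate inhibition at least 50% and at least half of replicates individually reaching 50%; inconclusive = only one of the two criteria met; inactive = neither criterion met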;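 note: exported cargo escapes ClpAP degradation while cytoplasmic cargo is degraded and loses fluorescence; 0% = median of neutral control wells and 100% = median of NaSCN control wells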
MOR-DOR ag – OPRM1-OPRD1 heterodimerization agonism. cells, luminescence. activation, % at 9.3 µM. 340,000 tested, 0.3% active; in the data active = activation above about 18%;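 note: 0% = vehicle-treated cells and 100% = reference agonist; values of inactives mirror those of a sister screen read the other way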
SUMO Mot1 rescue – SUMOylation pathway inhibition by Mot1-301 growth rescue. S. cerevisiae Mot1-301 growth rescue, ATP luminescence, 38.5C; percent above DMSO median, 100 means doubled. growth rescue, % at 18.8 µM. 320,000 tested, 1% active;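 active = every valid replicate shows activation above 250% relative to neutral control wells; inactive = the rest, any valid replicate at or below 250%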;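 note: OY570 slx delta 5 strain wells were the positive control but not used for scaling; some compounds called inactive have numbers as strong as hits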
AddAB inh – less growth of phage-infected E. coli with AddAB. inhibition, % at 11.9 µM. 330,000 tested, 0.29% active. AID 435030. E. coli expressing H. pylori AddAB, absorbance growth; in the data active = inhibition above about 12%;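 note: 0% = vehicle wells of infected cells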
PKA-R1A activ – activators of PKA-R1A complex | 340,000 tested, 0.083% active | P00514+P68181 | activation, % at 11.4 µM | PKA-R1A dissociation, Cy5-IP20 fluorescence polarization; scaled: DMSO 0%, 113 µM cGMP 100%;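 active = percent activation above the mean of all tested compounds plus 3 SD, cut at about 19% in these data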;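 note: higher means more PKAc released from R1A so a rise in polarization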
PKA-R2B act – activates the human PKA-R2B holoenzyme complex; P22694+P31323; PKA-R2B holoenzyme dissociation, Cy5-IP20 fluorescence polarization; R2B truncated from residue 108, S112A mutant; 0% DMSO only, 100% 113 µM cGMP; AID 504700; activation, % at 11.4 µM; 340,000 tested, 0.079% active;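 active = activation above a cutoff set at the mean over all compounds plus 3 SD, cut at about 18% in these data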;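 note: higher means more holoenzyme dissociation and a rise in polarization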
Target sequence (P31323 whole entry, looked up, other chains not shown, the tested form may be a part): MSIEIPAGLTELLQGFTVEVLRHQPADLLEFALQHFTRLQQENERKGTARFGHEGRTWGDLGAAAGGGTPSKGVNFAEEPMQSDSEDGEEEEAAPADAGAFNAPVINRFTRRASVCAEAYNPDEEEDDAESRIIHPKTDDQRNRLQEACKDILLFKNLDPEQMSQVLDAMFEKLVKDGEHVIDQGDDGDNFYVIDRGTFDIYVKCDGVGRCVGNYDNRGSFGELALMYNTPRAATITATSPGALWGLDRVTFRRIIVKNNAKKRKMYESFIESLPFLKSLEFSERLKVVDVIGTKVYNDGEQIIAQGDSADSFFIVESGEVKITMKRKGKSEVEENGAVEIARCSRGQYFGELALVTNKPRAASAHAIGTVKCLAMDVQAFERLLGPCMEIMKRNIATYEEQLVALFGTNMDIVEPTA
phage Ecoli inh – E. coli growth loss with phage present. 360,000 tested, 0.26% active. AID 651602. growth absorbance. inhibition, % at 11.9 µM; in the data active = inhibition above about 11%
An asterisk follows results filed as active.

What do the screens show for `COC(=O)c1cc(S(=O)(=O)Nc2cccc(C)c2C)cn1C`?
OPRM1-OPRD1 inv: -5; HTR5A inv ag: -21; PfHsp90 yeast 2: 7; E coli growth: 1.6; Tat export inh: 6; MOR-DOR ag: 1.0; SUMO Mot1 rescue: -5; AddAB inh: -0.1; PKA-R1A activ: -11; PKA-R2B act: -4; phage Ecoli inh: 3.1

Results for COc1ccc(C(=O)Nc2ccc(C(=O)N3CCC(C)CC3)cc2)cc1OC ?
OPRM1-OPRD1 inv: 9; HTR5A inv ag: -3; PfHsp90 yeast 2: 7; E coli growth: -1.1; Tat export inh: 0; MOR-DOR ag: -1.5; SUMO Mot1 rescue: 5; AddAB inh: 1.7; PKA-R1A activ: 3; PKA-R2B act: -3; phage Ecoli inh: 1.5

What do the screens show for `O=C(NCC1CCCO1)c1cc2ccccc2nc1Cl` (stereo unspecified)?
OPRM1-OPRD1 inv: 9; HTR5A inv ag: -8; PfHsp90 yeast 2: -4; E coli growth: -0.2; Tat export inh: 2; MOR-DOR ag: -1.9; SUMO Mot1 rescue: 245; AddAB inh: -0.3; PKA-R1A activ: 9; PKA-R2B act: 1; phage Ecoli inh: 1.1

Results for COc1ccc(-c2cc(C(F)F)n3ncc(C(=O)Nc4ccc(C(=O)N5CCOCC5)cc4)c3n2)cc1 ?
OPRM1-OPRD1 inv: 25; HTR5A inv ag: 4; PfHsp90 yeast 2: 19; E coli growth: -1.5; Tat export inh: 0; MOR-DOR ag: -5.4; SUMO Mot1 rescue: -20; AddAB inh: -1.3; PKA-R1A activ: 0; PKA-R2B act: 4; phage Ecoli inh: 0.3

What do the screens show for `CC1CN(C(=O)c2cc3cc([N+](=O)[O-])ccc3oc2=O)CC(C)O1` (stereo unspecified)?
OPRM1-OPRD1 inv: 0; HTR5A inv ag: 6; PfHsp90 yeast 2: 2; E coli growth: 0.5; Tat export inh: inconclusive; MOR-DOR ag: 0.0; SUMO Mot1 rescue: -8; AddAB inh: -1.3; PKA-R1A activ: 10; PKA-R2B act: -8; phage Ecoli inh: 0.7

What do the screens show for `Cc1ccc(S(=O)(=O)c2ccc(-n3nc(C)cc3N)cc2)cc1`?
PfHsp90 yeast 2: -11; E coli growth: -0.6; Tat export inh: -1; SUMO Mot1 rescue: 4; AddAB inh: 2.2; phage Ecoli inh: 3.9

What do the screens show for `CC(=O)c1ccc(OCCCC(=O)N2CCN(S(=O)(=O)c3cc(C)ccc3C)CC2)cc1`?
OPRM1-OPRD1 inv: -1; HTR5A inv ag: -14; PfHsp90 yeast 2: 2; E coli growth: -3.7; Tat export inh: -1; MOR-DOR ag: 0.2; SUMO Mot1 rescue: 1; AddAB inh: 4.5; PKA-R1A activ: -9; PKA-R2B act: 0; phage Ecoli inh: 2.1

How did Cc1ccc(S(=O)(=O)NCCC(=O)OCC(=O)N2CCCC2=O)cc1 do in these assays?
OPRM1-OPRD1 inv: 4; HTR5A inv ag: 2; PfHsp90 yeast 2: -5; E coli growth: 0.0; Tat export inh: -3; MOR-DOR ag: -0.6; SUMO Mot1 rescue: 0; AddAB inh: 1.5; PKA-R1A activ: -5; PKA-R2B act: 1; phage Ecoli inh: 2.9

What do the screens show for `COc1ccc(S(=O)(=O)N2CCOCC2)cc1NC(=O)COC(=O)c1ccc([N+](=O)[O-])s1`?
OPRM1-OPRD1 inv: -15; HTR5A inv ag: 6; PfHsp90 yeast 2: 19; E coli growth: -1.9; Tat export inh: -7; MOR-DOR ag: 3.0; SUMO Mot1 rescue: -15; AddAB inh: -0.4; PKA-R1A activ: -3; PKA-R2B act: -5

How did Cn1nc(C(=O)Nc2ccccc2)c2c1-c1ccccc1S(=O)(=O)C2 do in these assays?
OPRM1-OPRD1 inv: 7; HTR5A inv ag: 25; PfHsp90 yeast 2: -6; E coli growth: -0.2; Tat export inh: -1; MOR-DOR ag: -1.4; SUMO Mot1 rescue: -6; AddAB inh: 4.5; PKA-R1A activ: -3; PKA-R2B act: -14; phage Ecoli inh: 0.2

How did COc1ccc2c(c1OC)C(=O)N1c3ccccc3SC21 (stereo unspecified) do in these assays?
OPRM1-OPRD1 inv: -4; HTR5A inv ag: -12; PfHsp90 yeast 2: 17; E coli growth: -0.1; Tat export inh: 2; MOR-DOR ag: 0.6; AddAB inh: 1.6; PKA-R1A activ: -6; PKA-R2B act: 4; phage Ecoli inh: 4.5

What do the screens show for `O=C(c1ccc(CN2CCOCC2)cc1)N1CCN(Cc2ccccc2)CC1`?
OPRM1-OPRD1 inv: 9; HTR5A inv ag: -7; PfHsp90 yeast 2: -16; E coli growth: 0.1; Tat export inh: -7; MOR-DOR ag: -1.4; SUMO Mot1 rescue: 38; AddAB inh: -1.6; PKA-R1A activ: 7; PKA-R2B act: 10; phage Ecoli inh: 3.3

What do the screens show for `CC1CN(CC(=O)Nc2cccc(C(=O)Nc3cccc(C(F)(F)F)c3)c2)CC(C)O1` (stereo unspecified)?
OPRM1-OPRD1 inv: 4; HTR5A inv ag: 0; PfHsp90 yeast 2: 3; E coli growth: -1.6; Tat export inh: -3; MOR-DOR ag: -0.8; SUMO Mot1 rescue: 117; AddAB inh: 0.3; PKA-R1A activ: -3; PKA-R2B act: 3; phage Ecoli inh: 0.8

How did O=C(CSc1n[nH]c(-c2ccc(S(=O)(=O)NC3CCCCC3)cc2)n1)N1CCCC1 do in these assays?
OPRM1-OPRD1 inv: -4; HTR5A inv ag: -20; PfHsp90 yeast 2: 18; E coli growth: 0.2; Tat export inh: -5; MOR-DOR ag: 0.6; SUMO Mot1 rescue: 410; AddAB inh: -0.3; PKA-R1A activ: -1; PKA-R2B act: -12; phage Ecoli inh: 1.7

Results for Nc1nc(N)nc(-c2ccccn2)n1 ?
OPRM1-OPRD1 inv: 20; HTR5A inv ag: 1; PfHsp90 yeast 2: 3; E coli growth: 0.3; Tat export inh: -2; MOR-DOR ag: -3.7; SUMO Mot1 rescue: 59; AddAB inh: 0.5; PKA-R1A activ: 3; PKA-R2B act: -10; phage Ecoli inh: 1.7

How did CCn1c2ccccc2c2cc(NC(=O)CSc3nccc(=O)[nH]3)ccc21 do in these assays?
OPRM1-OPRD1 inv: 1; HTR5A inv ag: -32; PfHsp90 yeast 2: -1; E coli growth: -0.9; Tat export inh: -6; MOR-DOR ag: -0.3; SUMO Mot1 rescue: 0; AddAB inh: -0.8; PKA-R1A activ: -13; PKA-R2B act: 0; phage Ecoli inh: 1.7

How did CCC(C)c1ccc(S(=O)(=O)N2CC(=O)Nc3ccccc32)cc1 (stereo unspecified) do in these assays?
OPRM1-OPRD1 inv: -1; HTR5A inv ag: 11; PfHsp90 yeast 2: 17; E coli growth: 0.0; Tat export inh: -4; MOR-DOR ag: 0.2; SUMO Mot1 rescue: -18; AddAB inh: 1.3; PKA-R1A activ: -6; PKA-R2B act: -3; phage Ecoli inh: 0.5

What do the screens show for `COC(=O)CN(C#N)c1nc(N(C)C)nc(N(C)C)n1`?
OPRM1-OPRD1 inv: 0; HTR5A inv ag: -1; PfHsp90 yeast 2: 26; E coli growth: -0.2; Tat export inh: 4; MOR-DOR ag: 0.1; SUMO Mot1 rescue: -2; AddAB inh: 3.1; PKA-R1A activ: -6; PKA-R2B act: -4; phage Ecoli inh: 3.4

How did Cc1cc(CN(C)C(=O)CC2C(=O)NCCN2CC(c2ccccc2)c2ccccc2)on1 (stereo unspecified) do in these assays?
OPRM1-OPRD1 inv: 6; HTR5A inv ag: -6; PfHsp90 yeast 2: 11; E coli growth: 2.1; Tat export inh: -2; MOR-DOR ag: -1.1; SUMO Mot1 rescue: -21; AddAB inh: 5.1; PKA-R1A activ: -10; PKA-R2B act: -12; phage Ecoli inh: 4.9

How did O=S(=O)(NC1CCN(S(=O)(=O)c2c(F)cccc2F)CC1)c1ccc2c(c1)OCCO2 do in these assays?
OPRM1-OPRD1 inv: -19; HTR5A inv ag: 0; PfHsp90 yeast 2: -22; E coli growth: -0.1; Tat export inh: 5; MOR-DOR ag: 3.4; SUMO Mot1 rescue: 11; AddAB inh: 1.2; PKA-R1A activ: -9; PKA-R2B act: -10; phage Ecoli inh: 3.0

How did Cc1ccc2cc(CN(Cc3cccs3)Cc3nnnn3CC3CCCO3)c(=O)[nH]c2c1 (stereo unspecified) do in these assays?
OPRM1-OPRD1 inv: 5; HTR5A inv ag: 3; PfHsp90 yeast 2: -13; E coli growth: -1.9; Tat export inh: 1; MOR-DOR ag: -0.9; SUMO Mot1 rescue: -18; AddAB inh: 1.1; PKA-R1A activ: 2; PKA-R2B act: -19; phage Ecoli inh: 2.5

What do the screens show for `Cc1ccc(SCC(=O)Nc2cccnc2)cc1`?
OPRM1-OPRD1 inv: 3; HTR5A inv ag: 5; PfHsp90 yeast 2: -11; E coli growth: 0.8; Tat export inh: 8; MOR-DOR ag: -0.6; SUMO Mot1 rescue: -19; AddAB inh: -1.4; PKA-R1A activ: -14; PKA-R2B act: -1; phage Ecoli inh: 1.7

What do the screens show for `COc1ccc(-n2nc(C(=O)NCC(=O)NCC3COc4ccccc4O3)c3ccccc3c2=O)cc1OC` (stereo unspecified)?
OPRM1-OPRD1 inv: -19; HTR5A inv ag: -19; PfHsp90 yeast 2: -2; E coli growth: -0.4; Tat export inh: 1; MOR-DOR ag: 3.6; SUMO Mot1 rescue: 16; AddAB inh: 4.0; PKA-R1A activ: -1; PKA-R2B act: 9; phage Ecoli inh: -0.5

Results for CCCCCCSc1nsc(NC(=O)CC(C)C)n1 ?
OPRM1-OPRD1 inv: -40; HTR5A inv ag: -7; PfHsp90 yeast 2: -9; E coli growth: 1.9; Tat export inh: 4; MOR-DOR ag: 5.6; SUMO Mot1 rescue: 3; AddAB inh: -0.9; PKA-R1A activ: -7; PKA-R2B act: -10; phage Ecoli inh: 2.6

Results for O=C(c1ccco1)N1CCN(C2c3ccccc3-c3ccccc32)CC1 ?
OPRM1-OPRD1 inv: 9; HTR5A inv ag: 14; PfHsp90 yeast 2: 13; E coli growth: -0.3; Tat export inh: 5; MOR-DOR ag: -1.8; SUMO Mot1 rescue: 15; AddAB inh: 0.2; PKA-R1A activ: -9; PKA-R2B act: -1; phage Ecoli inh: -2.5

What do the screens show for `COc1ccc(C(=O)Nc2ncc3c(n2)CC(C)CC3=O)cc1` (stereo unspecified)?
OPRM1-OPRD1 inv: -7; HTR5A inv ag: -5; PfHsp90 yeast 2: -26; E coli growth: -2.3; Tat export inh: -3; MOR-DOR ag: 1.0; SUMO Mot1 rescue: 0; AddAB inh: -0.7; PKA-R1A activ: -6; PKA-R2B act: -1; phage Ecoli inh: 3.5

How did O=C1NC(=O)C2(CCC(C(=O)O)C2)N1 (stereo unspecified) do in these assays?
OPRM1-OPRD1 inv: 17; HTR5A inv ag: -14; PfHsp90 yeast 2: 0; E coli growth: 1.9; Tat export inh: -3; MOR-DOR ag: -3.4; SUMO Mot1 rescue: -1; AddAB inh: 1.8; PKA-R1A activ: -2; PKA-R2B act: 9; phage Ecoli inh: 1.0
